Source: PubChem
ATG4B inh – blocks human ATG4B protease cleavage of LC3 substrate; ATG4B cleavage of LC3-PLA2, NBD-HPC fluorescence, 1 h; actives 0.51% (n = 340,000); AID 504462; inhibition, % at 8.33 µM; in the data active = inhibition above about 40%
Target sequence (Q9Y4P1 whole entry, looked up): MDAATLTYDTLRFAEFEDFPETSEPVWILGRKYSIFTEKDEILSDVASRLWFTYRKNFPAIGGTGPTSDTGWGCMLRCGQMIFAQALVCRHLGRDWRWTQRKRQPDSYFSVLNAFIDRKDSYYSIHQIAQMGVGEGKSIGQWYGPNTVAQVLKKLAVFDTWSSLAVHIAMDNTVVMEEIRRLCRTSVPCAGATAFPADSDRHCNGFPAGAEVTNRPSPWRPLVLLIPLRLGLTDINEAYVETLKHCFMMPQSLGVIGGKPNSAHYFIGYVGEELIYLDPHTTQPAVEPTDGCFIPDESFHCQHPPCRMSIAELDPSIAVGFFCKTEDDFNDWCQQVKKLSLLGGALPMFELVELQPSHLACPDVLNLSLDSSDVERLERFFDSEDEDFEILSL
MPTP block – permeability transition pore inhibition. isolated mouse mitochondria, Ca2+ swelling absorbance, 30 min. inhibition, % at 10 µM. actives 1.4% (n = 360,000). AID 602449;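 active = inhibition of 50% or more, scaled per plate between neutral and stimulator controls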;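 also: 0% = DMSO wells given calcium and 100% = 1 mM EGTA wells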
SENP8 block – inhibitors of human SENP8 protease; recombinant SENP8, Nedd8 substrate fluorescence; Q96LD8; actives 0.64% (n = 360,000); inhibition, % at 20 µM; AID 602440; in the data active = inhibition mostly above about 40%, no sharp cut-off; inactive = mostly below about 27%
GRIN3A LBD mod – modulators (binders) of human NR3A ligand-binding domain; NR3A LBD differential scanning fluorimetry, Tm shift; 0% = protein alone, 100% = glycine-bound protein; Tm shift relative to glycine control, % at 25 µM; actives 2.5% (n = 340,000); AID 1259313;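 active = melting temperature shift of at least 10% of the positive control shift, at one fixed dose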
SENP6 block – inhibitors of human SENP6 protease; Q9GZR1; Recombinant SENP6 catalytic domain, aminoluciferin luminescence; inhibition, % at 10 µM; actives 1.8% (n = 330,000); AID 2599;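 active = inhibition above about 50% at the single tested dose, limit read from the data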;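 also: plate controls were DMSO wells with enzyme for no effect and DMSO wells lacking enzyme for full effect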
Target sequence (Q9GZR1 628-1112 limits assumed): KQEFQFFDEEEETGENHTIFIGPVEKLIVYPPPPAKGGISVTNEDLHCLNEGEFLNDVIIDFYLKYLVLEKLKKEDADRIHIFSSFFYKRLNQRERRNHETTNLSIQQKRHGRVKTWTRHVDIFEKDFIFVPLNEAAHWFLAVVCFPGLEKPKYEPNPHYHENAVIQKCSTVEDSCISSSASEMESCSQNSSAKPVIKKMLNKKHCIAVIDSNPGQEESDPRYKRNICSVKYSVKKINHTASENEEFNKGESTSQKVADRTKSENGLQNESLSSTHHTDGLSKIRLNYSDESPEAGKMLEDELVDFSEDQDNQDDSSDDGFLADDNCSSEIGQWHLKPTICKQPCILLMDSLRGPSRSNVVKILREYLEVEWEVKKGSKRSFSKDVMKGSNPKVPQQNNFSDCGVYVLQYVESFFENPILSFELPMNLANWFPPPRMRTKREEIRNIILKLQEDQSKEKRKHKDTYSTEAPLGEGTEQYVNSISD
hIAP activ – increases human intestinal alkaline phosphatase activity. AID 2524. purified human IAP, CDP-Star luminescence, 30 min; stronger effect = higher value; 1 = vehicle-only enzyme, 0 = enzyme-free background. P09923. actives 0.16% (n = 330,000). activation factor at 10 µM;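 active = activation factor of the enzyme at least 2-fold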; also: the source names both 10 and 20 µM as test concentration; values of inactives mirror those of a sister screen read the other way
PfG6PD inh – PfG6PD (Plasmodium falciparum) enzyme inhibition | PfGluPho enzyme, NADPH resazurin-diaphorase fluorescence | inhibition, % at 20 µM | actives 0.78% (n = 350,000) | AID 504690;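 active = inhibition reaching at least a set limit at 20 µM in the primary screen, cut at about 59% in these data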;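 also: 0% = DMSO wells with substrate and 100% = DMSO wells lacking glucose-6-phosphate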
SENP1 FRET inh – inhibitors of human SENP1 SUMO protease catalytic domain | AID 624204 | actives 0.21% (n = 360,000) | inhibition, % at 10 µM | recombinant SENP1 catalytic domain, CyPet-SUMO1-YPet FRET cleavage | Q9P0U3;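 active = inhibition at least 30% at 10 µM, raw YFP signal under a set limit, fluorescence ratio 0.5 to 1.5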;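 also: 0% = enzyme with DMSO and 100% = no enzyme wells; some results filed as inactive read as strong as hits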
Target sequence (Q9P0U3 419-644 limits assumed): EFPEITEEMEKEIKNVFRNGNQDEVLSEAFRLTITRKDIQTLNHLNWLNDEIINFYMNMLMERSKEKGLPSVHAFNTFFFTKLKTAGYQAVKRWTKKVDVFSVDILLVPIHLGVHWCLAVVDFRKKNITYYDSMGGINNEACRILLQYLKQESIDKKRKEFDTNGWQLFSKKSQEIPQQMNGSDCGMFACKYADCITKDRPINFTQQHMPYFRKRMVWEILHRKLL
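Assay system – human recombinant His6-tagged SENP1 catalytic domain enzyme · Input – SENP1 enzyme, 20 pM final · Buffer or medium – Tris pH 8 buffer plus EDTA, NaCl, BME, BSA, NP40, catalase · Schedule – 50 min reaction at room temperature · Technique – FRET read of cyan and yellow fluorescence · Control set – no-enzyme wells low, DMSO-plus-enzyme wells high control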
* marks the source's active call; other numbers are inactive results; · = not tested or not shown. Rows are unselected; any-hit rate near 6.7%.

SMILES	ATG4B inh	MPTP block	SENP8 block	GRIN3A LBD mod	SENP6 block	hIAP activ	PfG6PD inh	SENP1 FRET inh
CC(=O)Nc1ccc(S(=O)(=O)Nc2ccc3c(c2)CCC3)cc1	-23	0.2	17	-8	-5	1.1	-3	-1
O=C(CSc1nnnn1-c1ccc(O)cc1)Nc1cccc(S(=O)(=O)N2CCCC2)c1	-8	36	18	-8	-2	0.89	-19	2
CCC(CC)c1nnc(NC(=O)CS(=O)(=O)c2ccccc2)s1	-14	-1.6	3	2	-2	1	28	-6
Cc1c(NS(=O)(=O)N2CCCCC2)c(=O)n(-c2ccccc2)n1C	-3	-0.9	7	1	1	1.1	-17	2
CCN1CCN(CC(O)COc2ccc3c(C)cc(=O)oc3c2)CC1 (stereo not drawn)	-1	-1.8	-450	1	15	1	-8	-5
COc1ccc(C[C@@H]2CN3C(=NC[C@@H]3Cc3ccc(O)cc3)N2C[C@H](C)NC(=O)CCC2CCCCC2)cc1	-5	5.4	5	4	-14	0.91	1	-1
Cc1ccc2cccnc2c1N	-1	0.3	12	1	-7	0.94	14	1
O=C1NC2(Nc3ccccc31)C(=O)Nc1ccccc12 (stereo not drawn)	2	0.2	-409	-1	-23	1.2	-8	-82
CC(C)(C)OC(=O)N1CCC(C(N)=O)CC1	-20	-1.2	11	-3	-4	0.93	-2	0
COc1ccc(C2CC(c3c(-c4ccccc4)c4cc(Cl)ccc4[nH]c3=O)=NN2S(C)(=O)=O)cc1OC (stereo not drawn)	-18	0.3	-117	1	-5	0.98	-16	6
O=C(CN1CCN(CC(=O)c2ccc(Cl)cc2)CC1)c1ccc(Cl)cc1	-7	1.0	-70	1	·	·	11	-10
CCOC(=O)c1ccc(NC(=O)c2c(N)n(Cc3ccccc3)c(=O)[nH]c2=O)cc1	2	0.3	-123	-8	-24	1.1	-8	0
O=C(COC(=O)c1ccc(F)cc1F)NC1CC1	-10	1.0	16	-1	3	1.3	-10	1
Cc1oc2cc(O)ccc2c(=O)c1-c1ccccc1	2	0.8	-369	-1	-9	1	1	0
CCc1ccc(C(=O)NNc2ccc(S(N)(=O)=O)cc2)cc1	2	1.5	21	0	6	1.2	3	3
O=C(Cn1nc(C(F)(F)F)c2c1CCC2)NCc1ccc(Cl)cc1	33	0.5	12	-2	-7	1	10	0
Cc1cccnc1CCNC(=O)C1CCC(=O)N(Cc2cccc(F)c2)C1 (stereo not drawn)	3	-2.6	0	-2	1	1.1	8	-2
Cc1ccc(CNC(=O)CCS(=O)(=O)c2ccc(Br)s2)cc1	11	0.5	30	0	-15	1	-4	0
O=S(=O)(c1cccc(-c2csc(N/N=C/c3ccco3)n2)c1)N1CCOCC1	2	1.5	-18	-14	-14	1.1	19	-1
CN(c1ccccc1)S(=O)(=O)c1cccc(NC(=O)CN2C(=O)NC3(CCCC3)C2=O)c1	-11	-0.1	2	1	-14	1	2	-4
O=C1Oc2ccccc2C(=O)/C1=C/N1CCN(c2ccccc2F)CC1	0	-1.3	20	0	2	0.94	-3	0
O=C(CCn1c(=O)oc2ccccc21)N1CCN(c2ccc(F)cc2)CC1	-4	-0.9	15	-1	-10	0.98	-1	2
O=C(c1ccc(COc2ccccc2[N+](=O)[O-])o1)N1CCCCC1	1	1.1	20	0	4	1.1	-6	-1
CSc1nc2[nH]c(=O)n(O)c(=O)c2n1Cc1ccccc1	-4	43	10	1	·	·	-21	2
CCOC(=O)c1oc2ccccc2c1NC(=O)COc1ccc(F)cc1	2	0.0	-175	0	-10	0.99	-5	0

Quoted from the listing:
CN(c1ccccc1)S(=O)(=O)c1cccc(NC(=O)CN2C(=O)NC3(CCCC3)C2=O)c1 @ hIAP activ = 1
O=C(CSc1nnnn1-c1ccc(O)cc1)Nc1cccc(S(=O)(=O)N2CCCC2)c1 @ PfG6PD inh = -19
COc1ccc(C2CC(c3c(-c4ccccc4)c4cc(Cl)ccc4[nH]c3=O)=NN2S(C)(=O)=O)cc1OC (stereo not drawn) @ SENP6 block = -5

Returning to the listing, repeating the five entries before the break.
SMILES	ATG4B inh	MPTP block	SENP8 block	GRIN3A LBD mod	SENP6 block	hIAP activ	PfG6PD inh	SENP1 FRET inh
O=C1Oc2ccccc2C(=O)/C1=C/N1CCN(c2ccccc2F)CC1	0	-1.3	20	0	2	0.94	-3	0
O=C(CCn1c(=O)oc2ccccc21)N1CCN(c2ccc(F)cc2)CC1	-4	-0.9	15	-1	-10	0.98	-1	2
O=C(c1ccc(COc2ccccc2[N+](=O)[O-])o1)N1CCCCC1	1	1.1	20	0	4	1.1	-6	-1
CSc1nc2[nH]c(=O)n(O)c(=O)c2n1Cc1ccccc1	-4	43	10	1	·	·	-21	2
CCOC(=O)c1oc2ccccc2c1NC(=O)COc1ccc(F)cc1	2	0.0	-175	0	-10	0.99	-5	0
c1ccc(N=P(c2nc3ccccc3o2)(N2CCOCC2)N2CCOCC2)cc1	-19	1.5	-1	-7	-10	1.1	-2	3
O=C(Nc1ccccc1-c1nc2ccccc2s1)c1cccnc1Cl	-5	1.0	-2	-22	2	1.2	-4	-2
O=C(Nc1ccccc1N1CCOCC1)c1cc(-c2ccco2)nc2ccccc12	16	1.3	-62	-3	-21	0.96	14	4
Cc1nc(C)n(CC(=O)N2CCCC(C(=O)c3ccc(C(F)(F)F)cc3)C2)n1 (stereo not drawn)	-10	2.8	27	-1	2	0.88	-9	-3
CN(c1ccccc1)S(=O)(=O)c1cccc(NC(=O)C2=NNC(=O)CC2)c1	-1	1.4	1	-3	-11	1	-2	1
C/C(=N\NC(=O)C(c1ccccc1)c1ccccc1)c1ccccn1	5	-1.5	10	-2	-3	1	0	3
COc1cccc(N2CCN(CC(=O)N3CCN(S(=O)(=O)c4ccc(Cl)cc4)CC3)CC2)c1	-5	0.5	1	-1	-4	0.77	6	-1
CCOC(=O)N1C2=NC(C(=O)OC)=C(C(=O)OC)[C@@H]3Nc4ccccc4[C@]23C[C@H]1C(=O)OC	-7	-1.3	15	1	9	1	-10	2
Cc1cc(C)n(/N=C/c2cccc([N+](=O)[O-])c2)c(=O)c1	18	-3.8	-4	-1	-1	0.86	-6	0
COc1ccccc1/C=C/C=C1\Oc2c(ccc(O)c2CN2CCN(CCO)CC2)C1=O	-4	-1.2	-261	-7	16	1	16	-29
O=C(NCCO)c1ccc(Cl)c(Cl)c1	-3	4.1	9	0	-25	1.1	6	0
O=c1cnnc(NCc2ccccc2)[nH]1	-7	-0.7	17	-4	-6	1.1	-5	0
CN(C(=O)c1ccccc1C(=O)OCC(=O)NC(=O)NC(C)(C)C)C1CCCCC1	-16	1.4	22	0	22	1.1	-18	-3
CC(=O)c1cc(C(=O)Nc2ccc3ccccc3c2)c(C)o1	-1	1.7	-16	0	-6	0.96	3	-25
COc1cccc(C2CC(c3ccccc3)n3ncnc3N2)c1 (stereo not drawn)	-1	-1.0	6	-1	-16	0.98	1	2
Cc1nc(SCc2ccc(Cl)c(Cl)c2)ncc1C(=O)O	5	1.8	3	-13	-10	0.92	-36	2
Cc1ccc(S(=O)(=O)N2C(=O)C(C)SC2=Nc2ccccc2)cc1 (stereo not drawn)	8	-1.2	21	2	-15	1.1	-37	0
COc1ccc2oc(C(=O)OCC(=O)N(CC(C)C)c3c(N)n(Cc4ccccc4)c(=O)[nH]c3=O)c(C)c2c1	3	0.0	-344	-2	-9	1.1	-37	-10
CC1CCN(C(=O)CCC(=O)N2CC(C)Oc3ccccc32)CC1 (stereo not drawn)	-2	-2.4	8	0	13	0.89	15	1
Cc1ccc(-n2c(=O)c3c4c(sc3n3c(C)nnc23)COC(C(C)C)C4)cc1 (stereo not drawn)	-3	-4.6	22	0	-10	1.1	-1	-1
O=[N+]([O-])c1ccc(OCCn2cnc3ccccc32)cc1	1	-0.7	14	2	-45	0.9	-2	-1
COc1ccc(-c2nc(CN3CCC(C(=O)N4CCc5ccccc54)CC3)c(C)o2)cc1OC	32	0.7	8	-3	-21	1.1	-4	-5
Cc1nonc1OCCNc1ccc([N+](=O)[O-])cc1[N+](=O)[O-]	-1	-0.2	36	1	·	·	3	-23
CCOC(=O)C(=O)NNc1ccccc1C	-6	0.4	2	0	0	0.92	0	1
CNc1nc(Nc2ccc(Br)cc2)nc(N)c1[N+](=O)[O-]	-14	1.6	17	0	36	0.95	-16	5
Following part:
SMILES	ATG4B inh	MPTP block	SENP8 block	GRIN3A LBD mod	SENP6 block	hIAP activ	PfG6PD inh	SENP1 FRET inh
O=C(Nc1ccc(Cl)cc1)C1C2CCC3C(CCC21)C3(Cl)Cl (stereo not drawn)	-4	5.1	9	5	·	·	-13	3
Cc1ccnc(SCCn2c(N3CCCCC3)nc3c2c(=O)n(C)c(=O)n3C)n1	2	-2.8	12	2	-4	1.1	9	4
CCOC(=O)c1ccc(NC(=O)C2CCCN(S(=O)(=O)c3cnc[nH]3)C2)cc1 (stereo not drawn)	2	0.0	8	-1	-8	1	-5	0
CCOc1ccc(C(c2c(NC(=O)c3ccco3)sc(C)c2C)N2CCOCC2)cc1 (stereo not drawn)	12	0.0	-71	-3	-9	0.93	2	8
Cc1ccc(S(=O)(=O)NCC[C@@]2(C)C3CCC2(C)C(=O)C3)cc1 (stereo partly drawn)	-4	2.7	26	-4	-18	1.2	4	0
Cc1ccc2c(c1)C1CN(C)CCC1N2S(=O)(=O)c1ccc(C#N)cc1 (stereo not drawn)	4	0.4	12	-3	-10	0.89	-1	1
Cc1ccc(/C=N/NC(=O)Cc2c[nH]c3ccccc23)c(C)c1	-26	-4.9	1	-7	-14	0.9	20	-8
COc1cc(/C=C2\SC(=Nc3ccc(Cl)c(C(=O)O)c3)NC2=O)c(Br)c(Br)c1O	34	-1.2	-33	13*	15	0.98	4	-28
COc1ccc(OCCn2c(NC(=O)c3ccco3)nc3ccccc32)cc1	-5	-5.6	-180	0	-11	1.2	26	1
N#Cc1sc2nc(-c3ccccc3)cc(-c3ccco3)c2c1N	17	5.7	-235	-3	86*	0.96	28	-17
CC(=O)N1CCN(C(=O)CSc2cc(C)c(Br)cc2C)CC1	3	-0.5	8	2	0	1.7	-23	0
O=S(=O)(c1cccs1)N1CCN(CCOc2ccccc2)CC1	2	-1.1	7	0	-18	1.1	11	1
CCOC(=O)COc1c(Cl)cc(C2NC(=S)NC(c3ccccc3)=C2C(C)=O)cc1OCC (stereo not drawn)	0	0.6	20	-1	-13	1.2	-2	0
CCSc1nnc(NC(=O)CC)s1	-5	-0.4	7	0	1	0.78	-7	3
CC(=O)c1cccc(N(C(=O)CNC(=O)c2ccco2)C(C(=O)NC2CCCC2)c2ccco2)c1 (stereo not drawn)	6	-2.3	6	0	-22	1.1	0	0
CC(=O)c1c(C)[nH]c(C(=O)Nc2ccc(C)cn2)c1C	-3	-1.5	4	1	29	0.97	4	2
CCOC(=O)c1ccc(COC(=O)CCc2nc(-c3ccccc3)c(-c3ccccc3)o2)cc1	15	-3.6	-13	0	3	0.93	9	2
CN(C)S(=O)(=O)c1ccc(C(=O)OCn2nnc3ccccc3c2=O)cc1	-13	-0.8	15	-1	-2	1.1	-8	3
COCCc1nnc(NC(=O)C23CC4CC(CC(C4)C2)C3)s1	-10	0.3	6	0	-15	0.93	13	1
O=C(CSc1ccc(Br)cc1)NCC(c1ccco1)N1CCCCC1 (stereo not drawn)	3	1.9	4	0	-5	0.84	2	-3
O=C1Nc2ccccc2N(O)N1c1ccc(S(=O)(=O)Nc2ccccn2)cc1	-6	-3.3	-10	1	1	0.95	-5	2
Cc1cc(C)cc(N(C(C)C(=O)NC2CCCC2)S(C)(=O)=O)c1 (stereo not drawn)	2	-1.2	6	1	-1	1.1	-18	2
Cc1ccc(-c2nc(=S)c3c(n2Cc2cccnc2)CC(C)(C)OC3)cc1	-4	2.8	14	1	-7	1.2	8	-2
Cc1cc2oc(C(=O)NCc3ccc(S(N)(=O)=O)cc3)c(C)c2cc1C	2	3.6	10	-8	-14	1	-7	4
